DSG3 Ab inh – human desmoglein-3 autoantibody binding inhibition; P32926; DSG3-coupled beads, scFv-anti-DSG3-GFP binding, flow cytometry; active compounds read low; binding (percent of control), % at 10 µM; 310,000 compounds, 0.48% hits; AID 588358;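 active = binding more than 3 SD below its plate's average and above zero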;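 also: hits lower antibody fragment binding to DSG3; some compounds called inactive have numbers as strong as hits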
CDK5 p35 inh – inhibitors of human CDK5/p35 kinase. Q00535+Q15078. AID 488839. Recombinant CDK5/p35, ADP-Glo luminescence, 60 min. 330,000 compounds, 0.01% hits. inhibition, % at 10 µM;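 active = highest replicate inhibition of at least 50% and at least 75% of replicates reaching 50%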;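 also: plate controls were DMSO neutral control for no effect and GW8510 at 10 µM for full effect; many of its hits are not listed in these tables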
PKA-R1A act – activates the PKA-R1A holoenzyme complex; 340,000 compounds, 0.083% hits; PKA-R1A dissociation, Cy5-IP20 fluorescence polarization; scaled: DMSO 0%, 113 µM cGMP 100%; activation, % at 11.4 µM; AID 504707;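 active = percent activation above the mean of all tested compounds plus 3 SD, cut at about 19% in these data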;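 also: higher means more PKAc released from R1A so a rise in polarization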
dFosB act – enhances mouse delta FosB homodimer DNA binding; P13346; purified delta FosB, TAMRA-CDK5 oligo fluorescence polarization; percent of positive-control signal above neutral wells; activation, % at 25 µM; 340,000 compounds, 0.99% hits;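 active = mean activation above about 17%, with every replicate also reaching it, limit read from the data, passing the limit was not always enough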;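 also: fluorescence polarization rise as delta FosB binds a TAMRA Cdk5 AP-1 oligo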
Target sequence (P13346 whole entry, looked up): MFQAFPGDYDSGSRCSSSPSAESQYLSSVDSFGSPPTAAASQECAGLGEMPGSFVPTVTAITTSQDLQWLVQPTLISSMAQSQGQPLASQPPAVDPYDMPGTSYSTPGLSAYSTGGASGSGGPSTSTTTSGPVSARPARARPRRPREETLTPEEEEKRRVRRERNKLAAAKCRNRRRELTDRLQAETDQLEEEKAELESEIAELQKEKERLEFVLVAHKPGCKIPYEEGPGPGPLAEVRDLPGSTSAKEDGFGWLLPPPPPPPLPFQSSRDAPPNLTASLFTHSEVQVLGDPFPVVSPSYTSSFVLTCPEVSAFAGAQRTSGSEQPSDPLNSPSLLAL
Mot1-301 SUMO – blocks SUMOylation pathway, rescuing yeast Mot1-301 growth; S. cerevisiae Mot1-301 growth rescue, ATP luminescence, 38.5C; percent above DMSO median, 100 means doubled; growth rescue, % at 18.8 µM; 320,000 compounds, 1% hits;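 active = every valid replicate shows activation above 250% relative to neutral control wells; inactive = the rest, any valid replicate at or below 250%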;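 also: OY570 slx delta 5 strain wells were the positive control but not used for scaling; some compounds called inactive have numbers as strong as hits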
MITF TRPM1 HTS – activators of MITF-driven TRPM1 promoter activity in SK-MEL-5 cells; activation, % at 12.5 µM; SK-MEL-5 TRPM1-promoter luciferase, 24 h; % of positive control, neutral wells = 0; 300,000 compounds, 0.75% hits;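 active = mean activation of at least 80% with every replicate also reaching 80%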;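 also: 0% = neutral control wells and 100% = parthenolide positive control wells; values of inactives mirror those of a sister screen read the other way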
PKA-R2B act – PKA-R2B complex activation. P22694+P31323. PKA-R2B holoenzyme dissociation, Cy5-IP20 fluorescence polarization; R2B truncated from residue 108, S112A mutant; 0% DMSO only, 100% 113 µM cGMP. activation, % at 11.4 µM. 340,000 compounds, 0.079% hits. AID 504700;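 active = activation above a cutoff set at the mean over all compounds plus 3 SD, cut at about 18% in these data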;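 also: higher means more holoenzyme dissociation and a rise in polarization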
NSD2 HMT inh – blocks human histone methyltransferase NSD2. O96028. NSD2 peptide methylation, AlphaScreen, 120 min. inhibition, % at 12.5 µM. 310,000 compounds, 0.54% hits. AID 743445; in the data active = inhibition above about 50%
SR-BI uptake up – enhances SR-BI lipid uptake from DiI-HDL; CHO ldlA[mSR-BI] cells, DiI-HDL uptake fluorescence, 3 h; 100 = double the neutral-control signal; activation, % at 12.5 µM; 320,000 compounds, 0.096% hits; AID 504775;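 active = mean replicate activation of at least 60% and every replicate at or above 60%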;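 also: 0% = median plate neutral-control signal and 100% = twice that signal; values of inactives mirror those of a sister screen read the other way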
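material = CHO ldlA[mSR-BI] cells | medium = Ham's F12 with 0.5% BSA, HEPES 25 mM, pH 7.4 | reagent = fluorescent DiI-HDL, 10 µg/mL final | compound dosing = single-point compound dose | incubation = 3 h, 37 °C | measured by = bottom-read fluorescence, 550/595 nm | measure = HDL uptake via cellular fluorescence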
Arr AP2 block – inhibitors of human beta-arrestin and AP2 interaction | inhibition, % at 10 µM | FITC-arrestin peptide / GST-AP2 beads, flow cytometry; AP2 beta2 appendage carries R879A mutation | 340,000 compounds, 0.31% hits;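 active = inhibition above a set limit, near 3 SD of compounds lacking own fluorescence, cut at about 54% in these data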;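 also: plate controls were DMSO wells for no effect and 5 µM unlabelled arrestin peptide for full effect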
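test system = AP2 appendage R879A on GSH beads | buffer or medium = PBS plus Tween 20 (0.05%) and BSA (0.1%) | incubation = 12 min plus 1 h, RT | detection = bead flow cytometry, FITC channel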
SR-BI DiI inh – blocks mouse SR-BI lipid uptake from DiI-HDL. Q61009. 320,000 compounds, 0.96% hits. ldlA[mSR-BI] CHO cells, DiI-HDL uptake fluorescence, 3 h. inhibition, % at 12.5 µM;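 active = mean replicate inhibition of at least 70% and a set share of replicates each scoring 70 or more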;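 also: 0% = median of neutral control wells and 100% = median of positive control wells; values of inactives mirror those of a sister screen read the other way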
Target sequence (Q61009 whole entry, looked up): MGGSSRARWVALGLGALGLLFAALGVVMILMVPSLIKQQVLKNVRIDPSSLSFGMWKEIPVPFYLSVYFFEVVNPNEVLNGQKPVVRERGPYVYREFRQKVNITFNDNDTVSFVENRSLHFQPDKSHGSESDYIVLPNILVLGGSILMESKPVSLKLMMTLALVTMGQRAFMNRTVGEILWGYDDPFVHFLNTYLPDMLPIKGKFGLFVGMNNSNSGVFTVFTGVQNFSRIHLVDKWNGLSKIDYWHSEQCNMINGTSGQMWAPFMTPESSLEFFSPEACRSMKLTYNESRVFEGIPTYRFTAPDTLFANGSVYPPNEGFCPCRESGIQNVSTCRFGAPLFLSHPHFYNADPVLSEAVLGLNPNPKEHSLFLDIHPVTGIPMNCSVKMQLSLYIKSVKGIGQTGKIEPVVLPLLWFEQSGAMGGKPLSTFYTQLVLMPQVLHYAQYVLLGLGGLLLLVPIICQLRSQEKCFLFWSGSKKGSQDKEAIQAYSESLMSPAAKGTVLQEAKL
Starred values were filed as active, the others as inactive; . = not tested or not shown. Outcome played no part in choosing rows; about 4.7% have a hit in one of these screens.

PKA-R2B act,dFosB act,SR-BI DiI inh,Mot1-301 SUMO,Arr AP2 block,DSG3 Ab inh,MITF TRPM1 HTS,CDK5 p35 inh,NSD2 HMT inh,PKA-R1A act,SR-BI uptake up,Structure
-9,5,-16,-1,-1,102,10,0.5,.,5,16,Nc1ncc([N+](=O)[O-])c(Oc2ccccc2F)n1
0,-9,-18,6,2,94,-1,-0.1,-5,2,18,CCOc1ccccc1N(C(=O)Nc1ccc(Cl)cc1)C1=NCCS1
-4,-10,-7,61,-14,106,8,0.2,.,-5,7,CC(C)(C)c1ccc(NC(=O)CCNC(=O)c2ccco2)cc1
-13,2,-1,6,8,95,.,0.3,0,-4,1,Cn1nnnc1SCC(=O)N1CCCc2ccccc21
5,3,4,-12,-9,.,.,0.9,-1,-12,-4,O=C(NCCc1ccccn1)c1ccc(S(=O)(=O)N2CCCCCC2)cc1
3,-4,-4,-5,17,108,-11,2.6,25,-10,4,CN(C)c1cccc2c(C=C(C#N)C#N)ccc(N(C)C)c12
-6,-2,-18,-1,4,.,-9,-2.5,-3,-3,18,COc1ccccc1CCNS(=O)(=O)CCNC(=O)c1ccccc1
4,6,-11,34,17,114,1,-3.2,4,-7,11,O=C1C=C(O)CC(c2ccco2)C1 (configuration not stated)
3,-5,23,.,12,91,27,0.7,-1,5,-23,Cc1ccccc1-c1nnc(-c2cccc3ccccc23)o1
1,6,-8,-9,7,99,.,-2.3,-2,-6,8,Cc1ccc(C(=O)O)c(C(=O)Nc2nc(C)cs2)c1
-13,-6,56,-30,16,95,5,-3.2,3,1,-56,C=CCOc1ccc(C2NC(=S)NC(c3ccccc3)=C2C(C)=O)cc1OC (configuration not stated)
-20,5,72*,-4,-1,.,.,0.0,-1,-1,-72,COC(=O)c1[nH]c2cc(OC)ccc2c1NC(=O)c1ccc2c(c1)OCO2
-1,3,-9,2,1,98,-16,-1.1,10,0,18,CCn1c(C)cc2c(c1=O)C(c1ccccc1)C(C(=O)OC)=C(N)O2 (configuration not stated)
-11,-6,5,-6,2,123,4,-1.5,6,-2,-5,CN(CCNC(=O)c1ccc(CS(=O)(=O)c2ccc(Br)cc2)o1)CCc1ccccc1
7,-5,.,-5,-1,100,9,0.2,.,-10,.,CC(=O)C1=C(C)NC(SCC(N)=O)=C(C#N)C1c1sccc1C (configuration not stated)
-7,1,-14,.,35,106,2,-0.4,-3,-13,14,COc1cc(C(=C(CC(=O)O)C(=O)O)c2ccc3c(c2)OCO3)cc(OC)c1OC
-10,-7,26,6,13,102,.,-0.2,-4,-15,-26,COCc1cc(C)nc2sc(C(=O)OC(C)C)c(N)c12
0,-11,-18,.,8,91,-9,-23,.,6,18,Cc1ccc(C)n1-c1sccc1C(=O)O
-7,-3,-21,-21,0,106,4,0.8,0,-5,21,Cc1cnc(C(=O)OCC(=O)Nc2ncc(Cl)cc2Cl)cn1
-9,-10,22,.,-1,99,-14,2.2,.,0,-22,CCOC(=O)N1CCC(Nc2c(N3CCN(c4cccc(C(F)(F)F)c4)CC3)c(=O)c2=O)CC1
3,-6,-22,10,17,.,50,1.0,-2,3,22,O=C(Nc1nnc(C2CC2)s1)C1CCCCC1
4,0,-10,-4,8,103,-9,0.1,-2,-5,10,O=C1CSC(c2cccc(F)c2)N1c1c(F)cccc1F (configuration not stated)
-6,-6,-14,-10,8,113,-2,-6.5,-3,-1,14,COC(=O)CN1C(=O)COc2ccc(S(=O)(=O)N3CCCCCC3)cc21
-2,-9,61,14,-4,104,18,0.3,0,-7,-61,C/C(=N/N=C1/NC(=O)CC(C(=O)Nc2ccccc2)S1)c1cccs1 (configuration not stated)
-7,-9,65,0,-2,105,-5,-0.8,-12,-9,-65,Cn1c(-c2c(N)n(CCc3ccccc3)c3nc4ccccc4nc23)nc2ccccc21
-3,-8,1,-15,-1,102,-7,2.5,25,-2,-1,COc1ccccc1N1CCN(Cc2cc3c(cc2Br)OCCO3)CC1
-6,-3,-27,155,-1,101,-8,-2.3,2,-5,27,Cc1c(NC(=O)CSc2ncccn2)c(=O)n(-c2ccccc2)n1C
-4,-4,.,-4,17,106,.,0.7,33,-11,.,COc1cc(/C=C2\CCCc3c2nc2ccccc2c3C(=O)O)cc([N+](=O)[O-])c1O
-11,-25,62,16,-5,102,24,-2.2,-2,-14,-62,Cc1cc(NC(=O)c2oc3ccccc3c2C)ccc1-n1cnnn1
5,-2,-19,3,15,101,1,0.3,4,10,19,CSc1ccccc1C(=O)N1CCN(S(=O)(=O)c2sc(C(=O)O)c(C)c2C(=O)O)CC1
0,-1,-1,-2,-8,97,-6,-0.7,20,-4,1,O=C(/C=C/c1cccs1)Nc1sc2c(c1C(=O)O)CCCC2
-5,-4,-15,-11,16,.,.,1.8,2,-3,15,NCCCN1CCOCC1
-6,-8,-13,-18,28,95,.,-0.8,-3,-11,13,Cc1ccc(C(=O)Nn2c(N)c(S(=O)(=O)c3ccc(C)cc3)c3nc4ccccc4nc32)cc1
-15,-5,-10,18,0,99,49,-0.6,3,-8,10,COc1cc(C=O)ccc1OCCCOc1ccccc1[N+](=O)[O-]
-5,-2,-5,.,7,125,12,-1.3,-1,-14,5,O=C(O)CNC(=O)C1(NC(=O)OCc2ccccc2)CCCC1
3,0,-12,1,-34,112,1,1.1,-1,5,12,O=C(O)CNS(=O)(=O)c1ccc2c(c1)CCCC2
4,-6,-336,46,6,79,.,-0.9,-1,-9,336*,COc1ccc(C(OC(=O)c2ccco2)C(=O)NC2CCCCC2)cc1OC (configuration not stated)
-15,1,-5,14,2,121,.,0.3,-1,0,5,Cc1cc(C)nc(NC(=O)c2cccs2)c1
-5,-2,15,.,3,101,7,0.4,13,0,-15,O=C(CCc1ccccc1)Nc1cccc([N+](=O)[O-])c1
-4,-2,11,6,3,105,10,0.6,1,1,-11,COc1ccccc1NC(=S)N/N=C/c1cccc(C)c1
-3,0,-13,-26,-2,.,17,-2.5,-2,-7,13,O=C(CS(=O)(=O)Cc1ccccc1)N1CCc2ccccc21
-5,1,.,-1,-2,95,2,-3.3,7,5,.,COc1ccccc1CNC(=O)N1CCN(c2ccccc2)CC1
7,-4,20,-9,0,.,54,-1.6,0,1,-20,N/C(=N\c1nc2ccccc2o1)NC(=O)c1ccccc1
4,-4,14,-9,36,94,14,-0.6,-2,-6,-14,CCOC(=O)c1c(C)[nH]c(C(=O)CSc2nnc(Nc3ccccc3F)s2)c1C
-4,2,-2,247,28,95,2,0.2,0,-4,2,CCCn1c(=O)c(C(=O)Nc2cccc(C)n2)c(O)c2ccccc21
-6,4,1,8,19,.,4,-0.5,-3,9,-1,O=C(CSc1nnc(-c2ccccc2)c(-c2ccccc2)n1)Nc1ncc(Cl)cc1Cl
-5,-9,-28,.,-3,106,4,2.7,-1,-7,28,O=C(Cn1cc(Cl)ccc1=O)c1ccc(Cl)cc1

Record cards (already shown). Values in the order: PKA-R2B act, dFosB act, SR-BI DiI inh, Mot1-301 SUMO, Arr AP2 block, DSG3 Ab inh, MITF TRPM1 HTS, CDK5 p35 inh, NSD2 HMT inh, PKA-R1A act, SR-BI uptake up
Record of `CC(=O)C1=C(C)NC(SCC(N)=O)=C(C#N)C1c1sccc1C` (configuration not stated) = 7, -5, ., -5, -1, 100, 9, 0.2, ., -10, .
Record of `O=C(Cn1cc(Cl)ccc1=O)c1ccc(Cl)cc1` = -5, -9, -28, ., -3, 106, 4, 2.7, -1, -7, 28
Record of `COc1ccc(C(OC(=O)c2ccco2)C(=O)NC2CCCCC2)cc1OC` (configuration not stated) = 4, -6, -336, 46, 6, 79, ., -0.9, -1, -9, 336*
Record of `COc1cc(C=O)ccc1OCCCOc1ccccc1[N+](=O)[O-]` = -15, -5, -10, 18, 0, 99, 49, -0.6, 3, -8, 10
Record of `Cc1cnc(C(=O)OCC(=O)Nc2ncc(Cl)cc2Cl)cn1` = -7, -3, -21, -21, 0, 106, 4, 0.8, 0, -5, 21

3 entries out of the list above, ordered by the number in dFosB act, highest first:
compound,dFosB act
Cc1ccc(C(=O)O)c(C(=O)Nc2nc(C)cs2)c1,6
Cn1nnnc1SCC(=O)N1CCCc2ccccc21,2
COc1ccccc1N1CCN(Cc2cc3c(cc2Br)OCCO3)CC1,-8

Screening results deposited in PubChem BioAssay by several laboratories.
